Assay outcomes as filed in PubChem BioAssay.
TLR4-MyD88 BLA: inhibitors of human TLR4-MyD88 binding | O00206+Q99836 | HeLa CL3-4 TLR4/MyD88 BLA complementation, FRET ratio | inhibition, % at 8.4 µM | 0.18% of 200,000 active | AID 861; in the data active = inhibition above about 25%;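 note: 0% = vehicle and 100% = reference inhibitor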
Target sequence (O00206 whole entry, looked up): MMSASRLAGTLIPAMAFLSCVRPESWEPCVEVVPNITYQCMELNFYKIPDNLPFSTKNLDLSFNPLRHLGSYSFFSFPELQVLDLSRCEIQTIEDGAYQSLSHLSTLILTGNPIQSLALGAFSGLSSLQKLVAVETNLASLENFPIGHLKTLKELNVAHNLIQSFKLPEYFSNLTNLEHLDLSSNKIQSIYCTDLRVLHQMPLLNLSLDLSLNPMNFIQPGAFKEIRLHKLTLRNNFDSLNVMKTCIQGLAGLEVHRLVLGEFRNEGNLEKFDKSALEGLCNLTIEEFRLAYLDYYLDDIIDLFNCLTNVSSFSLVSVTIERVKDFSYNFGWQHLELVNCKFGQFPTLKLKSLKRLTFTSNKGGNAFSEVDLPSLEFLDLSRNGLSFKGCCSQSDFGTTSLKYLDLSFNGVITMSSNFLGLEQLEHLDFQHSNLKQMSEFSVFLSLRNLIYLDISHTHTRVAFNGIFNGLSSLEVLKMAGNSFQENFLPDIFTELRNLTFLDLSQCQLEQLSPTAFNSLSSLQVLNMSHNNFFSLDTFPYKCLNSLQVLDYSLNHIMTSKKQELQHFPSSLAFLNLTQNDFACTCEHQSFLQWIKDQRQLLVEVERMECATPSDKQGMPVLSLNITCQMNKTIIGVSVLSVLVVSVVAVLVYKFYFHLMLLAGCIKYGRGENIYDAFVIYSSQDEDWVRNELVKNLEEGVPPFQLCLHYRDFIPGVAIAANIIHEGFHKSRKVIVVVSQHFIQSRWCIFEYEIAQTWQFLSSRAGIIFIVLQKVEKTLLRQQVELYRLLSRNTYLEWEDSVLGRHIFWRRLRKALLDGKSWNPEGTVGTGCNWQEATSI
Target sequence (Q99836 whole entry, looked up): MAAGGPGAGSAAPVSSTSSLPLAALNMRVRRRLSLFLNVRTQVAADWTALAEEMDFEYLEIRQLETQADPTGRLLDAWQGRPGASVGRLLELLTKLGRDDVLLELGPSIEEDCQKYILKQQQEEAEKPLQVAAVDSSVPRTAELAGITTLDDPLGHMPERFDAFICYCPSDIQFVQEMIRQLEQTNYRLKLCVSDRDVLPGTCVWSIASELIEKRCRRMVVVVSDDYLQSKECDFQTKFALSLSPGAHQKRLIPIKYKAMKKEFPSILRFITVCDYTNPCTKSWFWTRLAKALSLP
NF-kB neuron act: NF-kB expression increase, human neuronal cells; NF-kB reporter expression; active compounds read high; fold change at 12.5 µM; 1.6% of 190,000 active; in the data active = fold change above about 3.3
STAT3 act: STAT3 signaling activation | U3A cells, IL-6 STAT3-luciferase reporter, luminescence; 100% = signal with IL-6 EC80 alone | activation (% of control), % at 5.6 µM | 0.91% of 190,000 active;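 active = activation above the screen-wide mean of compound activation plus 3 SD, cut at about 130% in these data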;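 note: 0% = background luminescence of wells with medium and substrate only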
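Material: human STAT1-deficient U3A cells with stable STAT3-luciferase reporter / Probe or stimulus: IL-6 stimulus at 33 ng/mL final / Schedule: 1 h compound pre-exposure, 6 h IL-6 stimulation, 37 °C / Technique: luminescence / Read-out basis: percent of IL-6-only median luminescence / Control set: IL-6-only high control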
STAT1 activator: STAT1 signaling activation; NIH 3T3 STAT1-luciferase reporter, IFN-gamma, luminescence; 100% = IFN-gamma alone, no compound; activation (% of control), % at 5.5 µM; 2.6% of 200,000 active; AID 932;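 active = activation above the screen-wide mean activation plus 3 SD, cut at about 130% in these data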;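 note: raw ratio to IFN-gamma control signal so 100% means no change and 0% no light; values of inactives mirror those of a sister screen read the other way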
Redox H2O2 prof: compounds producing H2O2 with reducing agent – biochemical, NIH compound library profiling, artefact control for MLSCN library redox annotation, primary screen | DTT-dependent redox cycling H2O2, phenol red/HRP absorbance; 100% = 100 µM peroxide control, 0% = buffer | activation, % at 10 µM | 0.03% of 200,000 active | AID 878;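 active = activation of at least 50% relative to the plate's high and low controls in the primary single-dose screen; inactive = activation below 50%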;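 note: compound incubated with DTT at 0.8 mM final as the reducing agent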
HMGR II inh: E. faecalis class II HMG-CoA reductase inhibition. purified E. faecalis HMGR, NADPH absorbance 340 nm kinetic. inhibition, % at 10 µM. 0.41% of 190,000 active. AID 1066;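 active = inhibition above a set limit, the median over all tested compounds plus 3 SD, cut at about 9.5% in these data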;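 note: enzyme runs in reverse so mevalonate oxidation gives rising NADPH absorbance; 0% = complete reaction with DMSO and 100% = background rate lacking mevalonate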
STAT1 blocker: reduces IFN-gamma driven STAT1 reporter signal. NIH 3T3 STAT1-luciferase reporter, luminescence. inhibition, % at 5.5 µM. 0.35% of 200,000 active. AID 920;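 active = inhibition above a set limit, the mean inhibition across all tested compounds plus 3 SD, cut at about 34% in these data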;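 note: 0% = IFN-gamma with DMSO and 100% = IFN-gamma with 300 µM nifuroxazide; values of inactives mirror those of a sister screen read the other way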
Hsp70 act: switches on Hsp70 transcription. HeLa Hsp70 promoter luciferase reporter, luminescence; scaled: vehicle 0, proteasome-inhibitor control 100%. 0.04% of 200,000 active. activation, % at 10 µM;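 active = activation above the mean across all tested compounds plus 3 SD, cutoff set per campaign, cut at about 5.5% in these data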;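 note: 100% = MG132 at 30 µM as the positive control and 0% = DMSO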
STAT3 inh: inhibitors of IL-6 induced STAT3 signaling | U3A cells, IL-6 STAT3-luciferase reporter, luminescence; host cell line lacks STAT1 | inhibition, % at 5.5 µM | 0.89% of 190,000 active;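 active = inhibition above the mean inhibition across all screened compounds plus 3 SD, cut at about 44% in these data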;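 note: 0% = DMSO only wells and 100% = 100 µM nifuroxazide control wells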
APP 5'UTR act: APP 5'UTR luciferase reporter activation. SH-SY5Y APP 5'UTR luciferase reporter, luminescence; zero percent = DMSO vehicle wells. activation, % at 2 µM. 1% of 190,000 active;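 active = activation above a set limit, based on mean plus 3 SD of controls, cut at about 140% in these data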; note: values of inactives mirror those of a sister screen read the other way
An asterisk follows results filed as active.

SMILES	TLR4-MyD88 BLA	NF-kB neuron act	STAT3 act	STAT1 activator	Redox H2O2 prof	HMGR II inh	STAT1 blocker	Hsp70 act	STAT3 inh	APP 5'UTR act
CCOC(=O)CSc1nnc(Cc2ccccc2)n1-c1cccc(Cl)c1	5.8	1.63	101.0	101.2	1.9	2.5	-1.4	-0.2	2.8	-1.4
CC(C)N(Cc1nccn1C)C(=O)c1cc(COc2ccc3ncccc3c2)on1	1.5	0.9	70.6	73.3	-1.1	6.9	28.1	0.2	37.6	7.0
COc1cc(C(=O)OCC(=O)Nc2c(F)cccc2F)cc(OC)c1C	5.0	1.15	107.8	98.8	0.0	1.9	-0.3	-0.2	-6.7	0.8
Clc1cccc(Cl)c1CSc1nnc(-c2sccc2-n2cccc2)o1	6.5	0.89	101.5	103.1	-2.5	-5.2	-3.4	-0.2	4.2	7.8
CN(C)S(=O)(=O)c1ccc(NC(=O)c2cc(-c3cccs3)nc3ccccc23)cc1	-5.0	0.39	107.2	108.7	0.0	-2.3	-9.5	-0.4	0.8	-14.4
COc1cccc(NC(=O)CSc2nc3ccccc3c(=O)n2CCCC(=O)N2CCCC2)c1	-3.0	0.55	93.3	80.6	-1.3	0.6	21.4	0.3	8.6	3.8
COc1cccc(/C=N\NC(=O)C2=NNC(=O)C2C)c1O (configuration not stated)	-8.7	0.86	101.2	97.6	-0.8	-2.9	2.7	-0.3	1.3	73.4
C/C(CCc1oc2ccccc2c1-c1ccc(C)o1)=N/O	9.7	0.94	95.7	99.1	1.6	-8.7	1.0	-0.3	11.1	2.9
COc1ccc(OC)c(C(=O)CSc2nnnn2C)c1	5.7	1.12	97.9	106.3	-1.3	1.3	-5.3	0.0	6.9	-10.6
COc1cccc(C2CC(c3ccccc3)n3ncnc3N2)c1 (configuration not stated)	0.7	1.03	105.2	103.6	-1.5	2.1	-4.0	-0.2	-1.5	-14.2
CC(=O)NCc1ccc(-c2csc(N)n2)s1	3.0	1.22	103.0	105.0	-0.2	-2.2	-5.5	-0.1	1.5	3.9
Cc1ccc(C)n1CCN1CCN(C(=O)CC#N)CC1	5.8	0.99	109.8	97.6	-0.1	-5.0	0.1	-0.3	-10.9	18.0
CC(C)C(C)(C#N)NC(=O)CSc1nc2scc(-c3ccccc3)c2c(=O)[nH]1 (configuration not stated)	6.8	0.99	107.8	102.1	-0.4	-0.9	-2.3	-0.2	0.3	-3.2
CCOC(=O)c1sc(NC(=O)CSc2nc3ccccc3s2)c(C(=O)OCC)c1C	5.2	1.24	110.9	97.9	-0.1	-3.0	4.6	-0.1	-16.4	0.4
O=C(c1ccc2snnc2c1)N1CCCC1	-9.9	1.09	98.5	99.6	0.8	-5.1	0.4	-0.2	5.8	5.4
CC(C)OC(=O)CN1C(=O)C(C)(C)Oc2ccc(C(=O)NC(C)(C)C)cc21	2.4	1.16	99.7	92.3	0.1	2.5	8.4	-0.3	3.0	10.7
N#Cc1c(-c2ccccc2)ccnc1Oc1ccccc1	9.1	1.57	101.7	118.4	-6.6	1.3	-20.6	0.4	-0.7	35.5
CN(C)c1cc[n+](CC(=O)Nc2ccc(Oc3ccccc3)cc2)cc1	7.4	0.7	94.5	100.8	1.8	-3.0	-1.2	-0.3	11.6	-13.0
O=C(Cn1cnc2ccccc21)OCC(=O)N1CCc2ccccc2C1	11.2	1.13	101.7	100.5	0.3	-0.1	-1.7	-0.1	4.4	21.7
CCCCc1nc2ccccc2c(NC(=O)CN(CC)CC)c1CCC	-2.8	0.62	100.4	97.0	0.1	-0.5	3.3	-0.2	4.0	-0.6
O=C(N1CCOCC1)C12CC3CC(C1)CC(c1ccccc1)(C3)C2	7.2	1.05	92.8	96.5	3.1	0.8	3.8	0.1	12.4	4.0
O=C(NCCCO)/C(=C\C=C\c1ccccc1)NC(=O)c1ccccc1Cl	3.6	0.79	101.3	96.7	-0.4	-3.0	3.7	-0.2	-2.6	4.3
C=CCNC(=S)/C(=C(/[O-])c1ccccc1Br)[n+]1ccccc1	3.0	1.22	106.4	97.3	-0.3	0.7	2.7	-0.2	-2.4	-3.1
O=C1C2CCCCC2C(=O)N1Cc1ccccc1 (configuration not stated)	-28.4	1.26	100.4	94.7	0.5	-0.8	4.3	0.0	4.9	-6.0
COc1ccc(CNC(=O)c2ccc3c(c2)N(C)C(=O)CS3=O)cc1 (configuration not stated)	1.9	0.99	97.5	98.4	-0.9	3.6	1.8	0.2	11.5	3.7
Remaining list, next part.
SMILES	TLR4-MyD88 BLA	NF-kB neuron act	STAT3 act	STAT1 activator	Redox H2O2 prof	HMGR II inh	STAT1 blocker	Hsp70 act	STAT3 inh	APP 5'UTR act
CC(C)CNC(=S)N1CCC(NC(=O)c2ccco2)CC1	-8.3	1.13	109.1	98.2	-0.1	4.3	-0.1	0.1	-1.0	-18.0
COc1cccc(-c2csc(N3CCN(CC(=O)NNC(=O)c4ccco4)CC3)n2)c1	-5.2	0.91	95.8	95.9	-1.1	-0.8	3.6	0.0	11.4	3.0
Cc1ccc(Nc2nc(N/N=C\c3ccc4c(c3)OCO4)nc(N3CCOCC3)n2)cc1	-9.8	0.33	97.1	105.1	0.9	-0.7	-8.0	0.0	8.8	-16.4
COc1ccc(OC(=O)COc2ccc(C)cc2)cc1	2.7	1.1	103.1	104.0	0.0	-3.5	-7.8	-0.2	1.1	5.1
Cc1ccc(Nc2c(-c3ccccn3)nc3ccc(C)cn23)cc1	12.3	1.14	92.8	115.0	-0.3	-2.9	-19.6	-0.6	13.4	-60.0
CN(C)c1nc(N(C)C)nc(N2CCCCC2)n1	-1.4	1.31	99.5	94.7	1.4	-3.9	5.8	-0.1	4.8	-10.6
O=C(Nc1ccc(OC(F)(F)F)cc1)c1ccc2nccnc2c1	-7.8	1.74	78.8	109.5	-2.2	-2.0	-12.4	0.0	28.6	4.8
CN(Cc1ccc(-n2cccn2)cc1)C(=O)c1cnn2c1NC(c1ccco1)CC2C(F)(F)F (configuration not stated)	-7.0	0.56	100.4	96.7	1.8	-1.6	3.5	-0.6	-0.9	-4.1
O=C(/C=C/c1ccco1)NC(=S)Nc1nc(-c2ccc3ccccc3c2)cs1	-11.2	1.04	82.4	102.4	1.8	-7.7	-2.7	-0.5	24.3	6.9
Cc1cc(NC(=O)CSc2nnc(-c3ccco3)n2CC2CCCO2)no1 (configuration not stated)	3.1	1.11	88.4	99.1	0.2	-1.1	1.6	-0.2	19.6	3.1
COc1cccc(OC)c1C(=O)NCCN1CCN(C(=O)c2c(OC)cccc2OC)CC1	1.3	1.32	98.0	100.1	-0.5	3.2	-0.1	-0.1	4.4	5.5
CC(=O)c1ccc(Nc2cc(C)nc3c(C)cccc23)cc1	-10.0	1.93	112.7	122.8	-0.1	-3.8	-26.5	0.1	-10.0	-87.2
COc1ccc(C(CNC(=O)c2cccnc2SC)N2CCOCC2)cc1 (configuration not stated)	-1.2	0.93	98.6	99.9	2.3	-0.7	0.1	0.0	6.9	24.7
CC(=O)c1c(C)oc2ccc(N(C(C)=O)S(=O)(=O)c3cccc([N+](=O)[O-])c3)cc12	8.1	1.28	104.7	91.2	-0.2	-1.8	7.6	-0.3	1.1	0.4
CCn1cc(C(=O)N2CC(C)CC(C)C2)c(=O)c2cc(S(=O)(=O)N3CCOCC3)ccc21 (configuration not stated)	-9.4	1.17	102.2	97.8	2.5	6.6	2.4	-0.3	7.4	7.2
CCC(=O)Nc1ccc(NC(=S)Nc2ccccc2)cc1	-1.4	0.99	103.2	96.5	0.3	1.8	3.9	-0.3	-1.1	10.8
N#Cc1ccc(COC(=O)c2cc(=O)c3ccccc3o2)cc1	1.1	1.13	103.2	98.4	-0.4	0.8	0.1	-0.4	-1.4	0.0
CC(C)N(C(=O)Cn1cc(S(=O)(=O)CC(=O)NC2CCCCC2)c2ccccc21)C(C)C	8.8	1.13	97.3	97.4	-0.3	-6.3	1.4	0.0	10.8	6.6
O=C(OCc1ccc(Cl)cc1)c1cnccn1	-2.5	1.07	102.3	96.5	0.2	-5.4	1.4	-0.4	-1.6	4.1
CCCc1nc2ccccc2c(=O)n1/N=C/c1ccc(O)cc1O	15.6	0.53	94.2	96.5	-0.2	-7.8	3.8	0.0	14.0	-12.3
CCS(=O)(=O)N1Cc2ccccc2CC1C(=O)OCC(=O)Nc1ccc(C)cc1 (configuration not stated)	-12.9	1.18	111.8	112.4	-0.1	-2.2	-13.3	-0.2	-10.4	-4.3
COc1ccc(C(=O)Nn2c(SCC(=O)NCc3ccccc3)nc3ccccc3c2=O)cc1	1.8	0.63	67.3	94.2	0.0	0.1	6.3	-0.1	42.4	65.8
COc1cc(/C=C2/NC(=O)N(Cc3ccccc3F)C2=O)ccc1Oc1ccc([N+](=O)[O-])cn1	-5.1	0.96	81.3	98.1	0.3	-1.1	2.2	-0.3	23.8	1.9
Cc1nn(Cc2ccc(Cl)cc2)c(C)c1N	-7.8	1.42	104.4	98.7	2.1	-0.8	1.4	-0.2	-1.6	10.0
Cc1ccc(Cn2c(SCC(=O)NCC3CCCO3)nc3c2c(=O)n(C)c(=O)n3C)cc1 (configuration not stated)	-4.8	0.83	98.1	92.8	0.1	0.5	6.1	-0.3	4.5	32.4
Next records
SMILES	TLR4-MyD88 BLA	NF-kB neuron act	STAT3 act	STAT1 activator	Redox H2O2 prof	HMGR II inh	STAT1 blocker	Hsp70 act	STAT3 inh	APP 5'UTR act
Cc1cc(C(=O)CN2C(=O)C3CC=CCC3C2=O)c(C)n1-c1ccccc1 (configuration not stated)	-15.4	2.17	90.1	138.5*	-0.6	1.4	-42.7	0.0	17.8	183.9*
CCCC(CCC)C(=O)Nc1c[nH]c(=O)[nH]c1=O	-6.9	0.96	107.3	105.5	0.7	0.8	-6.0	-0.4	-8.4	-18.7
CCNC(=O)/C(=C\c1ccc2c(c1)OCO2)NC(=O)c1ccc(Br)cc1	-0.3	1.13	106.5	102.1	-10.2	-3.2	-2.3	-0.5	0.0	-7.9
CCS(=O)(=O)N1CCC(C(=O)NCc2cc(OC)ccc2OC)CC1	-8.9	1.08	102.4	100.1	0.1	-0.1	-0.1	-0.2	2.9	-12.5
Cc1cccc(CN2CCC(CNC(=O)CCNC(=O)Cn3ccc4ccccc4c3=O)CC2)c1	-0.2	1.05	102.6	99.5	-7.3	0.6	0.6	-0.1	1.6	-11.8
COc1cccc(-n2c(CCn3nc(C)c([N+](=O)[O-])c3C)n[nH]c2=S)c1	-22.0	1.1	97.2	100.3	0.2	-3.6	-0.4	0.0	3.5	-3.4
C=CCc1c(C)nc2c(OC)cccc2c1Cl	-13.3	1.55	98.6	104.8	0.2	1.1	-6.7	-0.3	3.0	-3.9

Random excerpt: three compounds from above.
SMILES	TLR4-MyD88 BLA	NF-kB neuron act	STAT3 act	STAT1 activator	Redox H2O2 prof	HMGR II inh	STAT1 blocker	Hsp70 act	STAT3 inh	APP 5'UTR act
COc1cccc(-n2c(CCn3nc(C)c([N+](=O)[O-])c3C)n[nH]c2=S)c1	-22.0	1.1	97.2	100.3	0.2	-3.6	-0.4	0.0	3.5	-3.4
C=CCc1c(C)nc2c(OC)cccc2c1Cl	-13.3	1.55	98.6	104.8	0.2	1.1	-6.7	-0.3	3.0	-3.9
CCNC(=O)/C(=C\c1ccc2c(c1)OCO2)NC(=O)c1ccc(Br)cc1	-0.3	1.13	106.5	102.1	-10.2	-3.2	-2.3	-0.5	0.0	-7.9
